# Screening data from PubChem BioAssay.
# CHO parental Ca: counter-screen: ATP calcium response change in parental CHO cells; parental CHO-K1, ATP-induced calcium, Fluo-8 fluorescence; inhibition, % at 5.6 µM; 330,000 tested, 0.63% active;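 active = inhibition above that plate's mean sample inhibition plus 3 SD, cut at about 26% in these data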;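 note: 0% = ATP-challenged DMSO wells and 100% = DMSO wells without ATP; some compounds past the cut are filed as inactive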
#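 Test system: untransfected parental CHO cell line. Compound: one dose, 5.6 µM nominal. Detection: intracellular calcium via Fluo-8 no-wash fluorescent dye. Measure: % inhibition. Benchmarks: ATP-challenged DMSO wells low, unchallenged DMSO wells high.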
# CHRM1 antagonist: human CHRM1 antagonism. inhibition, % at 3 µM. CHO-K1 hM1, Fluo-8 calcium fluorescence, ACh EC80 antagonist. P11229. 360,000 tested, 1.3% active;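 active = percent inhibition above its own plate's cutoff, namely the mean of that plate's compound wells plus 3 SD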;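 note: peak over basal fluorescence ratio during 140 s after agonist addition; 0% = ACh EC80 plus DMSO and 100% = DMSO alone without agonist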
# Target sequence (P11229 whole entry, looked up): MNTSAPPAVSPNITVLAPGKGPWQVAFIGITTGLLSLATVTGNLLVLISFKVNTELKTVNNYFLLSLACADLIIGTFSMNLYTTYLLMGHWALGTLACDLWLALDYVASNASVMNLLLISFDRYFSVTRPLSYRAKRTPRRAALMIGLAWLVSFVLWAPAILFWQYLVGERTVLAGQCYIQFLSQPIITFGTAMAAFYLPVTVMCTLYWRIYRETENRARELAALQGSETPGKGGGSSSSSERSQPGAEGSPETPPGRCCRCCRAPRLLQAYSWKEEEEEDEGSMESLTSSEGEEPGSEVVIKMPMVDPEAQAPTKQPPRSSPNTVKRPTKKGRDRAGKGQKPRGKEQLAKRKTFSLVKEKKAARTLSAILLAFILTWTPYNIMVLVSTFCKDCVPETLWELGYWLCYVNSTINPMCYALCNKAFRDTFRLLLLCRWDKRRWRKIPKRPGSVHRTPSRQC
# M4 antag: CHRM4 antagonism in calcium assay; P08173; CHO-hM4 cells, ACh EC80, Fluo-8 calcium fluorescence; inhibition, % at 3 µM; 360,000 tested, 0.73% active; AID 624125;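 active = inhibition above its plate's cutoff, the mean inhibition of sample wells plus 3 SD, cut at about 27% in these data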;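 note: 0% = acetylcholine EC80 with DMSO and 100% = DMSO without agonist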
# CHO-K1 Ca antag: M1 antagonist counterscreen hit in parental CHO-K1 cells; AID 602250; 360,000 tested, 0.6% active; ATP-induced calcium, Fluo-8 fluorescence; inhibition, % at 3 µM;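 active = inhibition above a per-plate cutoff, the plate's mean sample inhibition plus 3 SD, cut at about 24% in these data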;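 note: 0% = DMSO plus EC80 ATP and 100% = DMSO alone without ATP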
# M1 PAM: human CHRM1 positive allosteric modulation; activation, % at 3 µM; P11229; 360,000 tested, 0.088% active; CHO-K1 hM1, Fluo-8 calcium fluorescence, ACh EC20; 0% = ACh EC20, 100% = maximal ACh; in the data active = activation above about 19%, passing the limit was not always enough
# CHRM4 agonist: CHRM4 agonism in calcium assay; P08173; CHO-K1 hM4/Gqi5, Fluo-8 calcium fluorescence; vehicle 0%, full acetylcholine response 100%; activation, % at 3 µM; 360,000 tested, 0.14% active;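 active = activation above the run mean over all test wells plus 3 SD, cut at about 32% in these data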;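 note: peak over basal fluorescence ratio per well then scaled between controls; 0% = DMSO wells and 100% = acetylcholine at EC100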
# M1 ag: activates human CHRM1 receptor; activation, % at 3 µM; 360,000 tested, 0.33% active; AID 588814; CHO-K1 hM1, Fluo-8 calcium fluorescence, agonist mode; 0% DMSO, 100% acetylcholine EC100;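 active = activation above the run's mean compound activation plus 3 SD, cut at about 16% in these data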;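 note: peak over basal fluorescence ratio within a 140 s kinetic read after compound addition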
# OXTR potentiate: potentiates the human oxytocin receptor response; activation, % at 3 µM; CHO-OTR cells, Fluo-8 calcium fluorescence, potentiator mode; 0% = oxytocin EC15, 100% = EC100; AID 2445; P30559; 320,000 tested, 0.061% active;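 active = activation above that plate's cutoff, the mean activation of tested compounds plus 3 SD, cut at about 6.6% in these data, passing the limit was not always enough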;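 note: 100% uses oxytocin at 75 nM as the full agonist control; some results filed as inactive read as strong as hits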
# Target sequence (P30559 whole entry, looked up): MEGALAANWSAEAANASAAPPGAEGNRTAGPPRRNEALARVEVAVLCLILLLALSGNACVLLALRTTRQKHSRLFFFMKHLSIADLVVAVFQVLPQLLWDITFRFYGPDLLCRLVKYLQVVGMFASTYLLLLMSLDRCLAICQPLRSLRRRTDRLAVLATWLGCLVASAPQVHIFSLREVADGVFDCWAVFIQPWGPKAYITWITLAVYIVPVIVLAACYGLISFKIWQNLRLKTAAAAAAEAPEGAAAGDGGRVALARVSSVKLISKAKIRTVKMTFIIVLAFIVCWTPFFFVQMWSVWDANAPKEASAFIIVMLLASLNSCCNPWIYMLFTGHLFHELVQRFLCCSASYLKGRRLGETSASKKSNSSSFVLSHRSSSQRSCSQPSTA
#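 Assay system: CHO-OTR cells, human receptor / Also added: oxytocin at about EC15, sub-maximal agonist stimulus / Dosing: single dose, 3.0 µM nominal final compound concentration / Incubation: 6 min pre-incubation, 100 s read / Technique: Fluo-8 calcium dye fluorescence / Read-out: % activation vs EC15 and EC100 oxytocin / Benchmarks: EC15 oxytocin low, 75 nM oxytocin high / Replicates: singlicate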
# M1 ag parental: nonselective activator or artifact in parental CHO-K1 cells; Fluo-8 calcium fluorescence; scaled to maximal ATP response, vehicle zero; activation, % at 3 µM; 360,000 tested, 0.48% active; in the data active = activation above about 15%;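 note: untransfected CHO-K1 host cells lacking M1 receptor as counterscreen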
# * = called active by the depositor; / = no result given.
no.	canonical_smiles	CHO parental Ca	CHRM1 antagonist	M4 antag	CHO-K1 Ca antag	M1 PAM	CHRM4 agonist	M1 ag	OXTR potentiate	M1 ag parental
1	COc1cccc(N(CC(=O)Nc2cccc(N(C)S(C)(=O)=O)c2)S(C)(=O)=O)c1	-4	-17	4	10	1	2	0	-3	0.6
2	O=C(Nc1ccc2c(c1)OCO2)c1ccc(S(=O)(=O)N2CCCC2)cc1	5	-5	-3	-13	5	2	-5	-8	1.1
3	COc1ccc(/C=C/C(=O)Nc2nc(C)c(C(=O)N(C)C)s2)cc1OC	-13	-11	-5	-5	11	2	-5	-1	1.1
4	COc1ccc(NC(=O)c2ccncc2)cc1S(=O)(=O)N1CCCCC1	/	-9	-31	-5	3	2	-1	/	0.7
5	CC1CCN(S(=O)(=O)CCNC(=O)c2ccccc2)CC1	-8	4	5	8	3	1	0	0	1.3
6	CCOc1ccc(NC(=O)CN(C)C(=O)c2sc3ccccc3c2Cl)cc1OCC	-31	-12	-12	-10	8	6	-5	-5	0.7
7	CCCC(=O)Nc1ccc(NC(=O)c2ccco2)c(OC)c1	-10	-27	-6	-23	1	2	6	9	-0.1
8	O=C(Nc1ccc(F)cc1)C1CCN(C(=O)c2ccc(F)cc2)CC1	-8	1	9	0	4	2	-5	-3	0.1
9	CCN(CC)C(=O)Cn1cc(SCC(=O)NC)c2ccccc21	-2	-1	0	-11	3	0	-5	-11	-0.2
10	O=C(NCC1COc2ccccc2O1)c1ccc(NC(=O)C(c2ccccc2)c2ccccc2)cc1 (stereo not drawn)	19	0	-5	-2	11	2	3	-15	5.4
11	CNc1nc(SC)nc(N2CCOCC2)n1	4	4	2	-2	-3	0	0	-8	0.3
12	O=C(Nc1ccc(F)cc1)c1cnccn1	/	6	-7	3	-2	0	-1	/	0.0
13	COc1cccc(CNC(=O)COc2cccc3c2OC(C)(C)C3)c1	-12	-15	-15	-9	6	5	1	-3	2.4
14	COc1ccc(C(=O)NC(C)c2nnc(SCC(=O)Nc3nc4ccccc4s3)n2C)cc1 (stereo not drawn)	-27	-2	4	-13	4	2	-3	-4	0.2
15	COc1ccccc1CNC(=O)C12CC3CC(CC(C3)C1)C2	-7	8	13	7	-1	0	-2	-18	0.3
16	CCCOc1ccc(C2c3c(oc4cc(C)c(C)cc4c3=O)C(=O)N2CCCN(C)C)cc1OCC (stereo not drawn)	-2	-6	-26	-2	6	1	-5	-4	0.3
17	NS(=O)(=O)c1ccc(CCNC(=O)CCNC(=O)c2ccco2)cc1	-8	-13	-3	-9	7	0	0	-6	0.4
18	COCCNC(=O)C1(C)CCN(C(=O)c2ccc(SC(F)(F)F)cc2)C1 (stereo not drawn)	/	5	13	11	-2	0	-4	/	0.1
19	CNC(=O)C[C@@H]1C(=O)N(Cc2ccccc2)CC1(C)C	/	-4	0	10	1	1	-1	/	0.1
20	O=C(Nc1cccc(Oc2ccccc2)c1)c1ccc(-n2cncn2)c2ccoc12	/	-17	-13	-7	2	10	-1	/	2.7
21	O=C(N[C@@H](Cc1ccccc1)C(=O)OCc1ccccc1)c1nc[nH]c1C(=O)N1CCNCC1	-19	-16	4	-5	7	1	-7	-5	-0.4
22	N#C/C(=C\Nc1ccccn1)S(=O)(=O)c1ccc(Cl)cc1	-29	-6	4	-19	2	3	-2	-7	2.1
23	CCOc1ccc(C(=O)c2cc([N+](=O)[O-])ccc2N2CCOCC2)cc1	-8	-10	-9	-11	11	1	-11	5	0.4
24	COc1ccc(CCNC(=O)C(Sc2ccccn2)c2ccccc2)cc1OC (stereo not drawn)	-15	-2	-5	-9	6	4	-2	-12	2.0
25	CCOc1ccc(OCC(=O)NCCc2nc3ccccc3[nH]2)cc1	-16	8	0	5	-3	2	-1	-6	0.5
26	O=C(NCc1ccco1)/C(=C\c1cccs1)NC(=O)c1ccsc1	-7	4	-5	23	4	1	0	-8	0.3
27	COc1ccc(C(=O)NCCOC(C)C)cc1OC1CCN(C(C)=O)CC1	-1	-10	-1	-8	5	0	-2	-1	0.1
28	CC(=O)c1ccccc1NC(=O)CSc1nnc(Cc2csc(C)n2)o1	9	-13	-25	10	13	1	-1	-9	0.1
29	CCCC(=O)c1ccc(-c2ccccc2)cc1	-13	-10	-3	2	6	0	-3	-8	-0.1
30	O=C(/C=C/NNC(=O)c1ccccc1)c1ccc(Br)cc1	-11	0	11	-3	1	0	-4	-21	0.3

# Fetched by structure from the entries so far, 2 records:
no.	canonical_smiles	CHO parental Ca	CHRM1 antagonist	M4 antag	CHO-K1 Ca antag	M1 PAM	CHRM4 agonist	M1 ag	OXTR potentiate	M1 ag parental
27	COc1ccc(C(=O)NCCOC(C)C)cc1OC1CCN(C(C)=O)CC1	-1	-10	-1	-8	5	0	-2	-1	0.1
30	O=C(/C=C/NNC(=O)c1ccccc1)c1ccc(Br)cc1	-11	0	11	-3	1	0	-4	-21	0.3

# In the list so far, these contain a thiophene ring, fused or not.
no.	canonical_smiles	CHO parental Ca	CHRM1 antagonist	M4 antag	CHO-K1 Ca antag	M1 PAM	CHRM4 agonist	M1 ag	OXTR potentiate	M1 ag parental
6	CCOc1ccc(NC(=O)CN(C)C(=O)c2sc3ccccc3c2Cl)cc1OCC	-31	-12	-12	-10	8	6	-5	-5	0.7
26	O=C(NCc1ccco1)/C(=C\c1cccs1)NC(=O)c1ccsc1	-7	4	-5	23	4	1	0	-8	0.3

# Next section.
no.	canonical_smiles	CHO parental Ca	CHRM1 antagonist	M4 antag	CHO-K1 Ca antag	M1 PAM	CHRM4 agonist	M1 ag	OXTR potentiate	M1 ag parental
31	CCCCCC(=O)N1C[C@H](n2cc(C3CC3)nn2)[C@@H](O)C[C@@H]1c1ccc(C)cc1	/	1	8	1	-2	0	0	/	0.5
32	O=C(O)C1CC=CCC1C(=O)Nc1ccc2c(c1)OCCO2 (stereo not drawn)	-8	0	-3	2	-2	0	-3	-6	0.0
33	NS(=O)(=O)c1ccc(CCNC(=O)c2ccc(Cl)c(S(=O)(=O)N3CCCCC3)c2)cc1	-22	-4	-3	-21	-6	8	-1	-2	4.1
34	CC(=O)Nc1ccc(/C=N/N2C(C)CCCC2C)cc1 (stereo not drawn)	-20	-22	-3	-11	14	3	3	-3	6.2
35	CC1CN(C(=O)C2(C)CC2(Br)Br)CC(C)O1 (stereo not drawn)	1	-5	3	-8	3	0	-4	-2	0.5
36	COc1ccccc1Nc1nc(N)nc(CN2CCCCCC2)n1	-24	8	-5	-1	-2	2	-6	-7	-0.1
37	Cc1ccc(C(=O)OCC(=O)N(CC(C)C)c2c(N)n(Cc3ccccc3)c(=O)[nH]c2=O)s1	-20	-22	4	-16	12	0	-2	-7	0.1
38	COC(C(=O)Nc1ccnn1C1CCN(Cc2ccc(C)s2)CC1)c1ccccc1 (stereo not drawn)	-16	-8	17	-3	4	1	-3	3	1.2
39	Cc1cc(NS(=O)(=O)c2ccc(NC(=S)NC(=O)c3ccc(F)cc3)cc2)no1	-7	12	-3	10	-7	0	-7	-1	0.3
40	CCC(=O)Nc1cccc(NC(=O)c2ccc(C)cc2Cl)c1	-12	-2	-7	-11	6	2	-7	-14	0.7

# Another view of six compounds above.
32. O=C(O)C1CC=CCC1C(=O)Nc1ccc2c(c1)OCCO2 (stereo not drawn)
33. NS(=O)(=O)c1ccc(CCNC(=O)c2ccc(Cl)c(S(=O)(=O)N3CCCCC3)c2)cc1
34. CC(=O)Nc1ccc(/C=N/N2C(C)CCCC2C)cc1 (stereo not drawn)
35. CC1CN(C(=O)C2(C)CC2(Br)Br)CC(C)O1 (stereo not drawn)
36. COc1ccccc1Nc1nc(N)nc(CN2CCCCCC2)n1
37. Cc1ccc(C(=O)OCC(=O)N(CC(C)C)c2c(N)n(Cc3ccccc3)c(=O)[nH]c2=O)s1

Assay by compound	32	33	34	35	36	37
CHO parental Ca	-8	-22	-20	1	-24	-20
CHRM1 antagonist	0	-4	-22	-5	8	-22
M4 antag	-3	-3	-3	3	-5	4
CHO-K1 Ca antag	2	-21	-11	-8	-1	-16
M1 PAM	-2	-6	14	3	-2	12
CHRM4 agonist	0	8	3	0	2	0
M1 ag	-3	-1	3	-4	-6	-2
OXTR potentiate	-6	-2	-3	-2	-7	-7
M1 ag parental	0.0	4.1	6.2	0.5	-0.1	0.1

# Other compounds
no.	canonical_smiles	CHO parental Ca	CHRM1 antagonist	M4 antag	CHO-K1 Ca antag	M1 PAM	CHRM4 agonist	M1 ag	OXTR potentiate	M1 ag parental
41	Cc1ccc(S(=O)(=O)Nc2ccc(-c3nnc(SCc4ccccc4Cl)o3)cc2)cc1	-8	-1	11	-22	2	-1	-6	-9	1.0
42	O=C(NCCCOc1ccc([N+](=O)[O-])cc1Cl)OCc1ccccc1	/	-8	-10	-14	-2	5	-5	/	-0.2
43	CCNC1(C(N)=O)CCN(Cc2ccccc2)CC1	/	-2	-5	-8	1	1	-6	/	-0.1
44	O=C(CCN1CCC(c2ccccc2)C1)c1cccs1 (stereo not drawn)	-7	-10	10	-16	0	1	-1	3	0.2
45	CN(C)S(=O)(=O)c1ccc(C(=O)NCc2nnc(SCC(=O)c3ccccc3)o2)cc1	-14	-5	-3	16	16	12	-3	-15	4.5
46	COc1cc(-c2nc3n(n2)C(c2ccncc2)C2=C(CCCC2=O)N3)cc(OC)c1OC (stereo not drawn)	-7	-11	2	0	8	1	-2	1	0.3
47	COC(=O)c1ccccc1S(=O)(=O)N1CCC(C(=O)Nc2ccccc2N2CCOCC2)CC1	/	1	5	-2	1	2	-1	/	0.5
48	COc1ccc(N2CCN(C(=O)CSc3nnc4ncccn34)CC2)cc1	-2	-3	-10	-39	1	1	-2	0	1.1
49	Cc1ccc(OCC(=O)Nc2cc(-c3nn4c(C)nnc4s3)ccc2C)cc1	-12	-7	-7	-8	1	31	-5	2	0.8
50	CCOc1ccc(S(=O)(=O)NC2CC2)cc1	-2	-15	-6	-7	4	0	-4	-4	0.5
51	O=C(Nc1ccccc1[N+](=O)[O-])C1(c2ccccc2)CCOCC1	-9	13	-12	-15	-7	0	-8	0	-0.3
52	Cc1cc(CNC(=O)COC(=O)Cn2[nH]c(=O)c3ccccc3c2=O)cc(C)c1O	-9	-5	-10	-7	14	0	-2	-5	-0.3
53	COc1ccc(NC(=O)C2CCCCN2N)cc1OCC(C)C (stereo not drawn)	-18	0	-18	-16	0	5	-8	-2	1.4
54	Cc1cc(=O)n(CCCc2ccccc2)[nH]1	-25	-1	-17	3	2	1	-5	-2	-0.5
55	COc1cc(CCC(=O)OCC(=O)NCC2CCCCC2)cc(OC)c1OC	-6	-14	-1	-13	13	4	1	-11	3.5
56	COc1ccc(OC)c(NC(=O)CSc2nnc3ccc(-c4ccncc4)nn23)c1	-7	0	-7	-6	-1	2	-6	-3	0.5
57	O=C(CC(c1cccs1)S(=O)(=O)c1ccccc1)c1ccc(F)cc1 (stereo not drawn)	-10	-5	-5	-4	10	0	-7	-4	0.3
58	O=C(Cn1cc([N+](=O)[O-])cn1)Nc1cccnc1	-8	-5	-5	-11	9	0	-4	-7	0.4
59	CC(/C=N/Nc1nc(C)cc(C)n1)=C\c1ccc(C(C)C)cc1	-14	-2	-3	-5	0	3	-10	-5	3.0

# This is a random part of the collection; any-hit rate near 2.9%.
